Screens from PubChem.
p53ts 39C tox = p53ts cell cytotoxicity, nonpermissive temperature; H1299-p53A138V viability at 39C, ATP luminescence, 24 h; Potency, µM (series often up to 46.1 µM), without a hit: top-dose activity change, negative = cell killing, hits mostly cytotoxic; 130,000 tested, 1.5% active; AID 902; note: nearly all actives have a fitted effect of over 55% in size
p53ts 32C kill = p53ts cell cytotoxicity, permissive temperature | H1299-p53A138V at 32C, ATP luminescence viability, 24 h | Potency, µM (series often up to 46.1 µM), inactives show at the top dose activity change, negative = cytotoxicity, most hits filed as cytotoxic | 130,000 tested, 0.93% active | AID 924;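 note: 0% = DMSO and -100% = full killing by reference compound; nearly all actives have a fitted effect of over 55% in size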
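H1299-p53 A138V cells (temperature-sensitive p53) exposed 24 h to up to 46 uM compound at 32C, where p53 is wild-type in conformation. Viability read as ATP luminescence and normalised to DMSO and 100 uM tamoxifen. AC50 fitted with the Hill equation.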
Peg3 imprint = induces erasure of genomic imprints in mouse ES cells | 110,000 tested, 0.02% active | Potency, µM (highest dose often 60.7 µM), for the others: top-dose activity change, positive = activation, most hits filed as activators | mouse ES Peg3-LacZ reporter, beta-gal luminescence, 40 h;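 note: 0% = negative control wells on the plate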
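Each well holds 300 Peg3LacZ-Neo (maternal) female ES cells incubated 40 h at 37C, 5% CO2. LacZ is measured by BetaGlo luminescence, with AC50 and maximum efficacy derived from dose-response curves.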
IkB sig inh = IkB pathway inhibition in ABC-DLBCL cells. Potency, µM (series often up to 57.1 µM), inactives show at the top dose IkBa stabilization activation. 110,000 tested, 0.04% active. ABC-DLBCL IkBa-CBG/CBR dual luciferase ratio, 4 h; response scale: scaled: untreated 0%, proteasome inhibitor 100%; active = well fitted curve in the direction sought with a large enough effect in the signal ratio, not every such curve was filed as active; inconclusive = small, poorly fitted or top-dose-only effect, or a change in a side signal; the % refers to the signal ratio;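 note: the direction sought is a rising ratio; 0% = basal untreated cells and 100% = reference inhibitor full response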
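Curves were fitted separately to fusion (green), unfused (red) and ratio luminescence, then classed by r2, magnitude and activity. Cells: OCI-Ly3, 4 h compound plus doxycycline at 37C; 10 uM MG-132 defined full response.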
* hit, by the source's call; u = inconclusive; x = not tested or not shown; [ ] = dose if it differs, or a comment. Unless noted, calls come from the whole dose curve; as a rule, active = well fitted curve in the direction sought with a large enough effect; inconclusive = small, poorly fitted or top-dose-only effect, or another doubt; inactive = no such curve, though single readings can be large; an effect the other way counts as inactive or inconclusive. Unless noted, % is set by controls: 0 for no effect and ±100 for the full control effect; potency is the fitted concentration of half-maximal effect.

Field names – A = p53ts 39C tox; B = p53ts 32C kill; C = Peg3 imprint; D = IkB sig inh
1. Cc1ccc(Cc2c(C)nc3nc(SCC(=O)NCc4ccco4)nn3c2C)cc1
  A: 3.3% | B: 12.8% | C: -19.2% | D: 17.8%

2. OCc1nc2ccccc2n1CCCOc1ccc(Br)cc1
  A: u | B: -27.7% | C: -15.5% | D: -5.4%

3. CN(CCC#N)C(=O)CSc1ncnc2sc(-c3ccccc3)cc12
  A: -21.8% | B: -21.5% | C: -11.7% | D: u

4. C=CCn1c2ccccc2n2nc(C)c(=O)nc12
  A: 10.3% | B: 2.0% | C: x | D: x

5. COc1cccc(NC(=O)CSc2nnc(Cc3cccn3C)n2-c2ccc(F)cc2)c1
  A: 0.2% | B: -9.0% | C: -20.3% | D: u

6. COc1cccc2cc(C(=O)n3ccc(C)n3)c(=O)oc12
  A: 24.2% | B: -0.3% | C: 7.8% | D: 1.1%

7. O=C(O)C1CCCN1S(=O)(=O)c1ccc(Cl)c(Cl)c1 (configuration not stated)
  A: 6.8% | B: -1.7% | C: -5.0% | D: 3.7%

8. Nc1nc(N)c(N=Nc2ccc(C(=O)O)c(O)c2)c(N)n1
  A: -4.1%[9.22 µM] | B: 1.6%[9.22 µM] | C: -9.2%[10.9 µM] | D: 0.8%[11.4 µM]

9. CCc1ccc(-c2nc(-c3ccncc3)no2)cc1
  A: -22.9% | B: u | C: -60.1%[inhibitor] | D: u

10. CCOc1ccc(CC(=O)Nc2nnc3n2CCS3)cc1
  A: -6.3% | B: -1.1% | C: -4.7%[10.9 µM] | D: 2.2%

11. CCCn1c(=O)c2ccccc2n2c(SCCOc3ccc(Cl)cc3)nnc12
  A: -2.9% | B: -1.8% | C: -7.8% | D: -0.4%

12. CCOC(=O)c1ccc(N2CCN(c3ccc(F)cc3)CC2)c(NC(=O)Nc2cccc(OC)c2)c1
  A: -19.3% | B: 28.1% | C: -4.1%[10.9 µM] | D: 1.9%

13. COc1ccc(NC(=O)C2CCN(C(=O)c3ccccc3)CC2)c(OC)c1
  A: 5.7% | B: 7.0% | C: -3.9% | D: -1.7%

14. COc1ccc(-c2cc(C(=O)NCc3cccnc3)no2)cc1
  A: -27.0% | B: u | C: -35.0%[inhibitor] | D: 0.3%

15. CCOC(=O)c1cc(-c2ccc(OC)cc2)n(CCC(=O)NCc2ccccc2OC)c1C
  A: -11.0% | B: 17.9% | C: -14.7%[10.9 µM] | D: u

16. COc1ccc(Nc2nc(C)nc3c2nnn3Cc2ccccc2)cc1OC
  A: 20.6% | B: 7.3% | C: x | D: x

17. Nc1nc(N)c2sc3nc(C(F)(F)F)cc(C(F)(F)F)c3c2n1
  A: -15.9% | B: -17.6% | C: x | D: x

18. CC1CCCC(C)N1C(=O)CSc1nc2ncnc(N)c2[nH]1 (configuration not stated)
  A: -9.3% | B: -8.5% | C: -7.4% | D: -0.9%

19. CCOc1ccccc1C(=O)Oc1c(Sc2ccccc2)c(C)nn1C(C)(C)C
  A: 30.6%[activator] | B: -10.6% | C: 13.3%[10.9 µM] | D: 5.7%

20. COc1cc(NC(=O)CCS(=O)(=O)c2ccc3c(c2)n(C)c(=O)c(=O)n3C)cc(OC)c1
  A: 7.1% | B: -3.0% | C: 4.6%[10.9 µM] | D: -0.4%

Among those listed so far, these contain a halogen:
Field names – A = p53ts 39C tox; B = p53ts 32C kill; C = Peg3 imprint; D = IkB sig inh
2. OCc1nc2ccccc2n1CCCOc1ccc(Br)cc1
  A: u | B: -27.7% | C: -15.5% | D: -5.4%

5. COc1cccc(NC(=O)CSc2nnc(Cc3cccn3C)n2-c2ccc(F)cc2)c1
  A: 0.2% | B: -9.0% | C: -20.3% | D: u

7. O=C(O)C1CCCN1S(=O)(=O)c1ccc(Cl)c(Cl)c1 (configuration not stated)
  A: 6.8% | B: -1.7% | C: -5.0% | D: 3.7%

11. CCCn1c(=O)c2ccccc2n2c(SCCOc3ccc(Cl)cc3)nnc12
  A: -2.9% | B: -1.8% | C: -7.8% | D: -0.4%

12. CCOC(=O)c1ccc(N2CCN(c3ccc(F)cc3)CC2)c(NC(=O)Nc2cccc(OC)c2)c1
  A: -19.3% | B: 28.1% | C: -4.1%[10.9 µM] | D: 1.9%

17. Nc1nc(N)c2sc3nc(C(F)(F)F)cc(C(F)(F)F)c3c2n1
  A: -15.9% | B: -17.6% | C: x | D: x

More compounds:
Field names – A = p53ts 39C tox; B = p53ts 32C kill; C = Peg3 imprint; D = IkB sig inh
21. CCOc1cc(C2C(C#N)=C(N)SC(N)=C2C#N)ccc1OCCN1CCOCC1
  A: -1.9% | B: 9.5% | C: 0.6% | D: 9.2%

22. CCOC(=O)c1c(NC(=O)c2cc3ccccc3c(=O)o2)sc2c1CCCC2
  A: 0.5% | B: -5.1% | C: -10.7%[10.9 µM] | D: 3.3%

23. O=C(O)c1cccc(-n2cccc2/C=N/O)c1
  A: 1.0% | B: 9.9% | C: 18.0% | D: 3.1%

24. CCOc1ccc(OCC)c(S(=O)(=O)NCc2ccc3c(c2)OCO3)c1
  A: 0.7% | B: 3.5% | C: -13.8% | D: -0.7%

25. CCCOc1cccc(C(=O)N(Cc2cc(OC)c(OC)c(OC)c2)C2CCS(=O)(=O)C2)c1 (configuration not stated)
  A: 8.7% | B: 9.0% | C: u | D: -0.7%

26. CC(C)CSc1nc2c(c(=O)[nH]c(=O)n2C)n1CCc1ccccc1
  A: -8.5% | B: -7.9% | C: -4.1% | D: -0.3%

27. N#Cc1ccc(CN2CC3(CCN(C(=O)c4cccc(F)c4)CC3)C2)cc1
  A: -10.2% | B: -8.7% | C: x | D: -2.6%[11.4 µM]

28. CCc1ccc(NC(=O)CSc2nccn2C2CCCC2)cc1
  A: -17.2% | B: 4.7% | C: -8.2%[10.9 µM] | D: -1.0%

29. C(=NC12CN3CN(CN(C3)C1)C2)c1ccc2c(c1)OCO2
  A: 7.5% | B: -1.9% | C: 7.4% | D: -0.1%

30. COc1ccc(-c2c(C#N)c(N)nc3sc(C(=O)c4ccccc4)c(N)c23)cc1
  A: 17.8% | B: 25.8% | C: x | D: x

31. O=C(NCc1n[nH]c(=S)n1-c1ccc(F)cc1)c1ccc(S(=O)(=O)N2CCCC2)cc1
  A: 6.6% | B: 11.1% | C: -5.7% | D: -1.9%

32. CCc1ccc(OCC(=O)Nc2ncc3c(n2)CC(C)(C)CC3=O)cc1
  A: 15.2% | B: -6.8% | C: 1.0% | D: -0.3%

33. CCOc1ccc(CNC(=O)Cn2c(=O)c3cccn3c3ccc(F)cc32)cc1OC
  A: -10.6% | B: -4.0% | C: -13.7%[10.9 µM] | D: -1.0%

34. CC(=O)c1ccc(N2CCN(c3ncnc4c3c(-c3ccccc3)cn4-c3ccc(Cl)cc3)CC2)cc1
  A: u | B: -7.5% | C: 2.1%[10.9 µM] | D: 0.7%

35. COc1cccc2[nH]c(-c3ccccn3)nc12
  A: u | B: u | C: -82.3%[inhibitor][10.9 µM] | D: 2.2%[11.4 µM]

36. CS(=O)(=O)N(CC(=O)NCc1ccccn1)Cc1ccc(Cl)cc1
  A: 12.8% | B: 12.0% | C: -6.4% | D: -0.5%

37. COc1ccc(S(=O)(=O)n2nc(C)c(S(=O)(=O)N3CCCCCC3)c2C)cc1C
  A: -3.5% | B: 3.7% | C: -6.8%[10.9 µM] | D: -1.4%

38. O=C(Nc1ccccc1)N1CCN(c2ccc(F)cc2)CC1
  A: 16.0% | B: -1.4% | C: x | D: x

39. Cc1ccc(CNC(=O)c2c(O)nc3cc(C)ccn3c2=O)cc1
  A: 13.9% | B: -4.4% | C: -8.0%[10.9 µM] | D: u

40. Cc1cccc(NC(=O)CN2C(=O)CCn3nc(-c4cccn4C)cc32)c1C
  A: u | B: -5.4% | C: -13.0%[10.9 µM] | D: -0.3%

41. COc1ccccc1CNC(=O)Cn1ncn2c(cc3sccc32)c1=O
  A: -11.4% | B: 1.5% | C: 6.1%[10.9 µM] | D: -0.8%

42. O=C(CSCc1ccccc1Cl)N1CCN(c2ccc(Cl)cc2)CC1
  A: 7.5% | B: -6.9% | C: -8.2%[10.9 µM] | D: u

43. Cc1cccc(C)c1OCCn1c(C2CC(=O)N(c3cccc(Cl)c3)C2)nc2ccccc21 (configuration not stated)
  A: -25.0% | B: 6.6% | C: -8.0%[10.9 µM] | D: 1.5%

44. Cc1ccc(N2C(=O)c3ccc(C(=O)N4CCOCC4)cc3C2=O)cc1C
  A: 3.3% | B: 3.5% | C: x | D: x

45. COc1ccc(S(=O)(=O)N2CCCC(C(=O)NCc3ccccn3)C2)cc1 (configuration not stated)
  A: 10.2% | B: 12.7% | C: -12.6% | D: 3.1%

46. COc1ccc(OCC(O)Cn2c(=N)n(Cc3ccccc3)c3ccccc32)cc1 (configuration not stated)
  A: -9.8% | B: -4.6% | C: -30.3%[inhibitor] | D: u

47. c1ccc(-c2noc(-c3cccs3)n2)nc1
  A: 15.8µM* | B: 12.6µM* | C: x | D: x

48. COC(=O)c1c(NC(=O)CN2CCCC(C)C2)c2c(C)cccc2n1C (configuration not stated)
  A: -2.3% | B: -1.5% | C: -10.7% | D: -1.1%

49. CCN(Cc1ccccc1)C(c1cccs1)c1nnnn1C1CCCCC1 (configuration not stated)
  A: -1.9% | B: 4.3% | C: -7.1% | D: 3.1%

50. Cc1ccc(CCNC(=O)c2cc3c(-c4ccccc4F)nn(C)c3s2)cc1
  A: -6.5% | B: -5.4% | C: -11.8%[10.9 µM] | D: u

51. CCOc1cc2[nH]c(=O)n(CCCC(=O)NCc3ccc(OC)cc3)c(=O)c2cc1OCC
  A: -12.5% | B: 11.1% | C: -14.9%[10.9 µM] | D: -1.2%

52. O=C(CN(C(=O)CNS(=O)(=O)c1ccccc1)c1ccc2c(c1)OCCO2)NCc1ccco1
  A: 5.8% | B: 3.8% | C: 2.0% | D: 1.4%

53. Cc1ccc(-n2ncc(C(=O)NCc3ccccn3)c2C2CCN(C(=O)OC(C)(C)C)CC2)c(C)c1
  A: -1.2% | B: 7.7% | C: 8.5%[10.9 µM] | D: u

54. CCOc1ccc(C2=C(C(=O)CC)Sc3nncn3N2C(=O)CC)cc1
  A: u | B: 11.2µM* | C: 26.2%[10.9 µM] | D: u

55. CCC1CN(C(=O)N2CCC(C(=O)NCCCc3ccccc3)CC2)c2ccccc2O1 (configuration not stated)
  A: u | B: 38.5%[activator] | C: -10.5%[10.9 µM] | D: u

56. COc1ccc(C)cc1-n1nnc(S(=O)(=O)c2ccc(C)cc2)c1C
  A: 20.2% | B: 1.8% | C: -2.4%[10.9 µM] | D: u

57. CSc1ncccc1C(=O)OCC(=O)NC(=O)NCCC(C)C
  A: -5.9% | B: -1.2% | C: -11.5% | D: 0.0%

58. CCCN(CCC)C(=O)COc1cc(=O)n(CC)c2ccccc12
  A: 19.2% | B: 7.7% | C: -13.9% | D: 4.7%

59. O=C1CSc2ccccc2N1Cc1ccc(F)cc1
  A: 2.0% | B: 3.6% | C: -9.6% | D: 6.0%

60. CCNC(=O)C1CC(=O)N(Cc2ccc(F)cc2)C(=Nc2ccc(OC)cc2)S1 (configuration not stated)
  A: -13.7% | B: 2.3% | C: -14.4% | D: -2.6%

61. COc1ccc(-c2nnc(SCc3nnc(-c4ccccc4)o3)n2C)cc1OC
  A: -13.2% | B: -1.0% | C: -7.2% | D: 0.4%

62. C[C@]12C=CC(=O)C=C1CC[C@@H]1[C@@H]2C(=O)C[C@@]2(C)[C@H]1CC[C@]2(O)C(=O)CO
  A: 1.9% | B: -14.7%[1.84 µM] | C: 1.5% | D: 3.3%

63. O=C(c1ccccc1F)N(Cc1ccccc1)C1CCS(=O)(=O)C1 (configuration not stated)
  A: 9.2% | B: 3.9% | C: -0.8% | D: 0.0%

64. Cc1cc(=O)oc(C)c1C(=O)NCc1ccc(F)cc1
  A: 12.6% | B: 12.2% | C: 1.7% | D: 0.7%

65. CC1CCCN(CCCNC(=O)CN2C(=O)CSc3ccc(S(=O)(=O)N4CCOCC4)cc32)C1 (configuration not stated)
  A: -26.1% | B: -0.2% | C: -14.4%[10.9 µM] | D: -0.6%

66. O=C(COc1ccc(S(=O)(=O)N2CCCC2)cc1Cl)N1CCN(c2ccccc2)CC1
  A: -4.6% | B: 2.9% | C: -21.7% | D: 7.5%

67. Cc1cc(/N=C/C=C2\N(C)c3ccccc3C2(C)C)n(CCC#N)n1
  A: -14.8% | B: 3.8% | C: -12.6% | D: u

68. Cc1ccc(N2C(=O)CSC23C(=O)N(CC(=O)NC2CCCCC2)c2ccccc23)cc1 (configuration not stated)
  A: 13.8% | B: 12.7% | C: 2.5%[10.9 µM] | D: 13.0%
